# KLK5 inh = kallikrein 5 (human) inhibition; 210,000 tested, 0.59% active; inhibition, % at 5 µM; AID 873; recombinant hK5, fluorogenic AMC substrate cleavage; Q9Y337;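 active = inhibition of 40% or more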;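 also: 0% = enzyme controls without compound and 100% = no-enzyme blanks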
# TNF necrop inh = inhibitors of TNF-alpha induced necroptosis in Jurkat FADD-/- cells | 220,000 tested, 0.068% active | activation (protection from cell death), % at 10 µM | Jurkat FADD-/- TNF necroptosis rescue, ATP luminescence, 24 h; 0 = TNF only, 100 = no-TNF cells | AID 463075;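 active = activation, meaning protection from cell death, of at least 50% relative to plate controls; inactive = activation below 50%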;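 also: necroptosis triggered by 40 ng/mL TNF-alpha added together with compound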
# Rad51 HR inh = Rad51 (human) homologous recombination inhibition; Q06609; inhibition, % at 10 µM; 200,000 tested, 0.085% active; hRad51 DNA strand exchange, fluorescence dequenching;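 active = inhibition above 40% at the single screening dose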;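 also: 0% = DMSO control wells and 100% = blanks with heterologous ssDNA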
#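 Test system: preformed human Rad51 ssDNA filaments. Compound dosing: single dose, 10 µM final compound. Incubation: filaments 15 min 37 °C, then compound 30 min. Technique: FRET fluorescence dequenching, excitation 485 nm, emission 520 nm. Read-out basis: percent inhibition from fluorescence, normalised to plate control and blank means. Benchmarks: plate controls and plate blanks.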
# thrombin 1536 = thrombin (human) inhibition | 220,000 tested, 0.26% active | inhibition, % at 5 µM | alpha-thrombin, Boc-VPR-AMC fluorogenic substrate cleavage | P00734;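 active = inhibition at or above 40%; inactive = inhibition below 40%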;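 also: 0% = enzyme with no compound and 100% = wells without enzyme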
#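 System: Human alpha-thrombin protein | Medium: pH 7.5 Tris (50 mM) with NaCl 150 mM, Tween 20 0.05% | Times: Enzyme reaction carried out at room temperature | Detection: AMC fluorescence, 355/460 nm | Evaluation: Percent inhibition scaled between no-compound controls and no-enzyme blanks | Benchmarks: Enzyme without compound as high, wells lacking enzyme as low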
# zVAD death inh = L929 zVAD cell death inhibition | L929 zVAD necroptosis rescue, ATP luminescence, 24 h; with zVAD 60 µM | viability rescue, % at 10 µM | 220,000 tested, 0.38% active | AID 1377;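 active = activation, scaled between plate controls, above about 75%, limit read from the data; inactive = activation under that limit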;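 also: 0% = zVAD with DMSO and 100% = DMSO alone without zVAD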
# Cl transport mod = modulators of human KCC2 chloride dependent transport; Q9H2X9; KCC2 cells, thallium flux FluoZin-2 fluorescence; B-score of Tl+ flux slope (higher = more flux/activation; lower = inhibition) at 10 µM; 190,000 tested, 2.2% active;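 active = thallium flux slope and its plate-corrected score both differing from the plate sample mean at a set confidence after two filtering rounds, in either direction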;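 also: slope of fluorescence scaled to starting intensity during 10 to 20 s after thallium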
# Target sequence (Q9H2X9 whole entry, looked up): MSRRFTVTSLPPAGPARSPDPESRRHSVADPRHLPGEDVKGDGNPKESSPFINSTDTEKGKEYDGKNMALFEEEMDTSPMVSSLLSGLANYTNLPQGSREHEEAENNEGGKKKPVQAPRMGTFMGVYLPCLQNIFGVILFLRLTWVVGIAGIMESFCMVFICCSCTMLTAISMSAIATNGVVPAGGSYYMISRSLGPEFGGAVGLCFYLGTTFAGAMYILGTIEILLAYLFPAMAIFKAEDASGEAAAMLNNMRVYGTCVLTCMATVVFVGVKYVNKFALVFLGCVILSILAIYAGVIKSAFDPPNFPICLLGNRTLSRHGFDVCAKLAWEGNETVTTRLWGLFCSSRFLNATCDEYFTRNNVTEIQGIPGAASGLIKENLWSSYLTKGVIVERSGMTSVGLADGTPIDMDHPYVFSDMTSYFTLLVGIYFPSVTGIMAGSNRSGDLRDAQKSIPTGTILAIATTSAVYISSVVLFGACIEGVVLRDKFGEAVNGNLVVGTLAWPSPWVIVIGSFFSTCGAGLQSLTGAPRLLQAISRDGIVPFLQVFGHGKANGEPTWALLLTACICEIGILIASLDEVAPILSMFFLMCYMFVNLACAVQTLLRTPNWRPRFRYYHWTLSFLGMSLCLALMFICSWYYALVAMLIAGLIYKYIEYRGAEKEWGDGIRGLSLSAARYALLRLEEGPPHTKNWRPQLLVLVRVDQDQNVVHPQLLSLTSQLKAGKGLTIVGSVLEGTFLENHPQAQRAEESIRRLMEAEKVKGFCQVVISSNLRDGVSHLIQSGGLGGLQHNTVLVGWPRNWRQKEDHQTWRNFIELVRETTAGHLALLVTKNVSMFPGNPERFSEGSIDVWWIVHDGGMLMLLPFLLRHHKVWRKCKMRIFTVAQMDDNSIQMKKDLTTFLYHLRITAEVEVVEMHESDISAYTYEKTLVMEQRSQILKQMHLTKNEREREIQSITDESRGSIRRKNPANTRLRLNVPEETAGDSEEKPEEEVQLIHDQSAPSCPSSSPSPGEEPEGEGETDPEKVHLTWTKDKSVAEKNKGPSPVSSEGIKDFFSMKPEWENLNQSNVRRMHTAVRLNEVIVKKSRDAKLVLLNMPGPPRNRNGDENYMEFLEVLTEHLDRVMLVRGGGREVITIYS
# FXIa inh = factor XIa (human) inhibition; P03951; purified FXIa, Boc-Glu-Ala-Arg-AMC fluorogenic substrate; inhibition, % at 5 µM; 220,000 tested, 0.14% active; AID 798;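 active = inhibition of at least 40%; inactive = inhibition below 40%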;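 also: fluorescence of freed AMC excited at 355 nm; 0% = enzyme without compound and 100% = no enzyme blank; many of its hits are not listed in these tables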
# FXIIa inh 1536 = blocks human coagulation factor XIIa protease activity | purified FXIIa, Boc-QGR-AMC fluorogenic substrate, 2 h | inhibition, % at 5 µM | 220,000 tested, 0.3% active; in the data active = inhibition above about 40%;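 also: 0% = enzyme with no compound and 100% = blank without enzyme; many of its hits are not listed in these tables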
# Hck-Nef inh = inhibitors of human Hck kinase activated by Nef; Recombinant Hck-YEEI plus Nef, Z-Lyte FRET kinase assay; P08631; inhibition, % at 20 µM; 220,000 tested, 0.68% active;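 active = Hck-Nef kinase inhibition above about 50%, limit read from the data; inactive = inhibition below that limit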;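 also: 0% = DMSO with Hck plus Nef and 100% = Hck alone without Nef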
# Starred values were filed as active, the others as inactive; . = not tested or not shown.
SMILES,KLK5 inh,TNF necrop inh,Rad51 HR inh,thrombin 1536,zVAD death inh,Cl transport mod,FXIa inh,FXIIa inh 1536,Hck-Nef inh
O=c1c2ccccc2nnn1CSc1nnc(-c2cccc(S(=O)(=O)N3CCCCC3)c2)o1,1,-2.4,-6,-3,-0.9,-0.57,-4,-4,-1
COc1ccc(NS(=O)(=O)c2ccc3c(c2)CCO3)cc1,15,45,0,2,1.3,0.43,7,7,2
Cc1ccccc1OCC(=O)NC1=NCCS1,-30,0.6,-1,-9,0.9,0.89,-4,-3,8
CC(C)n1c(SCC(=O)N2c3ccccc3Sc3ccccc32)nc2c1c(=O)n(C)c(=O)n2C,-8,-10,-2,-12,-0.2,.,0,9,3
CCOc1ccc(N(CC(=O)NCc2cccs2)S(=O)(=O)c2c(C)noc2C)cc1,-1,0.6,6,-3,0.3,0.054,0,9,0
N/C(=N/O)c1nc(N2CCCC2)nc(N(c2ccccc2)c2ccccc2)n1,2,-2.5,0,-3,-0.6,-0.7,-4,2,4
CCOc1ccccc1C(=O)Nc1ccsc1C(=O)OC,-9,-7.9,19,-1,.,-1.1,6,10,5
CC1(C)CC(=O)c2sc(NC(=O)CN3C(=O)CCC3=O)nc2C1,3,0.3,4,-4,0.4,0.28,-4,4,0
CCOc1ccc2nc(SCc3ccccc3C#N)sc2c1,6,-3.1,-5,4,-0.3,.,4,6,0
O=C1COc2ccc(C(=O)CSc3nnc(NCc4ccccc4)s3)cc2N1,2,0.5,-2,18,-1.0,-0.63,3,15,40
COCc1nc2ccccc2n1Cc1ccccc1,-21,-0.3,7,-2,-0.8,.,-4,-2,0
C[C@H](NC(=O)NCc1ccc(F)cc1)C(=O)O,-7,1.3,.,0,.,0.77,4,9,-1
CCC1(c2ccc(F)cc2)NC(=O)N(CC(=O)N2CCOCC2)C1=O (stereo not drawn),.,-1.3,6,.,-0.6,.,.,.,-1
CC(NS(=O)(=O)c1ccccc1)C(=O)Nc1nccs1 (stereo not drawn),-6,-3.3,-10,1,-0.1,-0.37,1,16,0
O=C1/C(=N\S(=O)(=O)c2cccs2)C([n+]2ccc(CCCc3ccccc3)cc2)=C([O-])c2ccccc21,-4,-30,20,2,3.9,-2.4,-2,6,19
CC1(C)CC2(CC(c3ccccc3)Oc3cc(O)ccc32)NC(=O)N1 (stereo not drawn),5,-0.9,3,-6,2.7,.,0,11,21
CCN(C(=O)CSc1nnc(-c2ccccc2Br)o1)C1CCS(=O)(=O)C1 (stereo not drawn),-1,-0.1,-5,4,0.1,-0.95,1,4,25
COc1ccc(S(=O)(=O)N(C)CC(=O)Nc2ccccc2OC)cc1,-29,0.4,4,-1,-0.7,0.067,-19,-1,11
COc1ccc(C2C(C#N)=C(N)Oc3cc(N)ccc32)cc1OC (stereo not drawn),-8,-10,-11,-1,0.6,0.015,4,20,4
CCC(C)(C)NC(=O)C(c1ccco1)N(C(=O)Cn1nnc2ccccc21)c1ccc2c(c1)OCO2 (stereo not drawn),9,-1.6,-3,3,-0.5,-0.28,7,21,0
Cc1nnc2n(c1=O)C(CS(=O)(=O)c1ccc3ccccc3c1)CS2 (stereo not drawn),10,0.1,-8,-9,-0.9,0.6,4,11,14
COc1ccc(NC(=O)CSc2nnc(Cc3cccn3C)n2CCc2ccccc2)c(OC)c1,1,0.5,-8,3,-0.2,.,-14,14,5
Cc1ccc(SCC(=O)NC(=O)Nc2ccc3c(c2)OCCO3)c(C)c1,-2,2.1,-3,0,0.4,2,9,6,1
COC(=O)c1cc(O)c(OCc2ccccc2)c(O)c1,2,-0.2,-11,-3,0.0,-0.81,0,12,-1
CSc1ncccc1C(=O)OCc1ccc([N+](=O)[O-])cc1,2,-0.4,-2,-4,1.1,0.21,-3,8,-1
O=C(CCCNC(=O)/C(=C\c1ccc(F)cc1)NC(=O)c1ccccc1)OCc1ccccc1,-4,-2.2,-5,1,-0.2,-2.1,-1,-4,1
CCOC(=O)c1c(NCCN(C)C)c2ccccc2[nH]c1=O,1,3.0,12,-3,-0.6,0.76,-1,4,21
Clc1ccc(/C=N/NC2=Nc3cccc4cccc2c34)cc1,-3,1.5,-12,-2,0.6,0.64,5,3,6
Cc1ccc2cc(CN(CCCO)S(=O)(=O)c3cccc4nsnc34)c(=O)[nH]c2c1,-11,-0.3,-4,2,0.3,-0.23,-2,19,-2
NC(=O)CC1NC(=O)c2ccccc21 (stereo not drawn),-2,-1.3,1,-1,0.2,0.087,3,7,2
COc1ccccc1NC(=O)CN1CCN(Cc2ccccc2)CC1,-4,1.4,-3,-11,0.0,.,-10,-10,1
Cc1oc(C(N)=O)cc1COc1ccc(C(N)=O)cc1,1,4.7,-4,-3,1.1,2.2*,0,0,12
CN1CCc2c(n(CC(O)CN3CCN(CCO)CC3)c3ccccc23)C1=O (stereo not drawn),-10,0.0,-6,-12,1.2,0.1,-1,11,21
CCCNC(=O)c1cccc(NC(=O)C(C)C)c1,-24,0.7,-4,-1,2.6,1.2,-5,-4,-1
COc1ccc(N2C(=O)CCC(C(=O)Nc3cccc(C)n3)C2c2ccc(OC)c(OC)c2)cc1 (stereo not drawn),-15,2.5,0,-2,1.3,-0.86,3,13,-5
CN=c1scc(C)n1/N=C/c1cc(Br)c(O)c(Br)c1,7,-0.5,4,2,2.8,-0.094,2,5,23
COc1ccc([C@@H]2[C@H]3CN(C(C)=O)CC=C3C(C#N)=C(N)C2(C#N)C#N)c2ccccc12,-21,-2.2,4,0,1.1,-0.34,1,4,-6
CCOC(=O)c1cc2c(=O)n3ccccc3nc2n(CCOC)c1=NC(=O)c1ccncc1,-82,-3.1,-12,-3,-0.3,0.02,4,12,48
CCCc1cc(=O)[nH]c(SCC(=O)NC(=O)c2ccccc2)n1,-6,-2.9,-2,0,0.0,-0.84,3,7,2
CCCOc1ccc(CSc2nc3ccccc3[nH]2)cc1,-5,-21,.,-6,0.0,-0.43,-3,4,1
COc1cccc(NC(=O)COC(=O)/C=C/c2ccc(Cl)cc2Cl)c1,-26,1.5,9,-4,1.4,-0.16,1,2,2
CCC1CCCCN1CCNS(=O)(=O)c1ccc2c(c1)CCN2C(C)=O (stereo not drawn),0,0.1,1,-5,0.2,0.4,-7,5,-11
C/C(=N\NC(=O)c1ccncc1)c1cccs1,-12,-1.5,10,4,0.5,0.53,8,6,3
Clc1cc2nc[nH]c2cc1Cl,6,2.0,-10,0,2.5,0.07,3,8,18
COc1cc(NC(=O)c2cccnc2Sc2ccc(C)c(C)c2)cc(OC)c1OC,-5,1.5,-9,-6,8.1,-0.013,-8,2,3

# Some values from the list.
# COc1ccccc1NC(=O)CN1CCN(Cc2ccccc2)CC1 – FXIIa inh 1536 = -10
# Cc1oc(C(N)=O)cc1COc1ccc(C(N)=O)cc1 – FXIIa inh 1536 = 0

# Returning to the listing, starting 3 compounds before the break.
SMILES,KLK5 inh,TNF necrop inh,Rad51 HR inh,thrombin 1536,zVAD death inh,Cl transport mod,FXIa inh,FXIIa inh 1536,Hck-Nef inh
C/C(=N\NC(=O)c1ccncc1)c1cccs1,-12,-1.5,10,4,0.5,0.53,8,6,3
Clc1cc2nc[nH]c2cc1Cl,6,2.0,-10,0,2.5,0.07,3,8,18
COc1cc(NC(=O)c2cccnc2Sc2ccc(C)c(C)c2)cc(OC)c1OC,-5,1.5,-9,-6,8.1,-0.013,-8,2,3
CC(=O)N1CCN(CC(=O)Nc2ccc3c(c2)CCC3)CC1,-11,4.3,-36,4,0.8,1,22,31,-24
OCCC1CN(Cc2ccc3nonc3c2)CCN1Cc1ccsc1 (stereo not drawn),-2,2.2,1,-9,0.8,0.39,-3,3,14
Cc1ccn2c(CN(C)CCn3nc(C)cc3C)c(C(=O)N3CCCCCC3)nc2c1,.,1.5,.,-2,-0.8,-0.21,2,7,-1
O=C(Cc1ccc(-n2c(=O)c3ccccc3n(Cc3ccccc3F)c2=O)cc1)NCC1CCCO1 (stereo not drawn),-2,-0.9,3,-10,0.1,-1.8,-5,0,4
CCOc1cc(C(=O)NCCOC)cc(OCC)c1OCC,-8,0.0,16,-2,0.4,.,0,10,1
COC(=O)CSc1nnc(CSc2nc(C)cc(C)n2)o1,-9,-0.5,.,2,.,-0.023,9,13,-1
O=C1NN=COc2ccccc21,-4,0.0,21,2,0.1,0.18,-2,4,-2
Fc1cccc(Cc2noc(CN3CCSCC3)n2)c1,.,4.6,.,0,0.3,-0.36,4,10,-11
Cc1cnc(NC(=O)C2(c3ccccc3)CC2)s1,-8,63*,13,-3,3.1,-0.23,-4,-2,16
COc1ccc(CN(CCC(c2ccccc2)c2ccc(OC(C)C)cc2)C(=O)CCl)cc1OC (stereo not drawn),-20,-16,7,-2,3.6,-0.064,8,7,1
CCN(CC)c1ccc(/C=N/Nc2nn[nH]n2)cc1,2,15,.,-12,1.7,-0.72,1,1,5
CCC1Oc2ccc(C)cc2N(CC(=O)N(Cc2ccc(C)o2)C2CC(C)(C)NC(C)(C)C2)C1=O (stereo not drawn),-4,-2.1,1,-4,-1.1,0.2,3,8,6
Cc1ccc(C)c(NS(=O)(=O)c2cc(C(=O)N3CCc4ccccc4C3)ccc2Cl)c1,-12,-7.2,4,1,-0.2,.,5,24,1
COc1ccccc1Nc1nc(NCCO)nc(N)c1[N+](=O)[O-],2,-12,23,-2,0.8,0.47,2,14,27
NS(=O)(=O)c1ccc(NC(=O)CN2CCCN(S(=O)(=O)c3ccc(F)cc3)CC2)cc1,.,3.5,.,-3,0.9,0.11,-1,3,10
C=CCn1c2ccccc2c2nnc(SCc3ccc4nonc4c3)nc21,-22,-2.3,-4,-2,-0.3,.,-5,-2,3
O=C(c1cc2ccccc2s1)N1CCOCC1,-2,0.4,-11,-6,3.0,0.9,3,7,19
CCOC(=O)C1=NNC2(c3ccccc3)C(=O)N(c3cccc(Br)c3)C(=O)C12 (stereo not drawn),-7,0.3,-26,0,0.3,-1,0,6,2
Cc1nccnc1Sc1ccccc1,-1,0.6,-2,-6,-0.2,-0.078,-4,5,19
O=C(Nc1ccc(S(=O)(=O)Nc2ccc(Cl)cc2)cc1)C1CCCO1 (stereo not drawn),-10,-1.1,-3,2,0.3,-0.085,3,4,12
Cn1c(C(=O)N2CCCC(C(=O)NCCc3ccccc3)C2)cc2sccc21 (stereo not drawn),-6,-1.3,10,3,-0.3,-1.6,2,9,-1
COc1ccc(C(=O)CC(c2ccccc2)C2C(=O)CCCC2=O)cc1 (stereo not drawn),-23,-1.0,0,-7,0.4,-0.79,-3,10,0
NNC(=O)CN1C(c2ccccc2Br)=Nc2ccc(Br)cc2C1c1ccccc1 (stereo not drawn),-12,-0.6,.,-7,1.7,-0.015,-3,9,1
O=C(Cn1cc2c(n1)CCCCC2)Nc1c(F)cc(F)cc1Br,3,3.7,-7,0,0.6,-0.57,1,15,21
O=C(CSC1=NCCS1)Nc1nc2ccccc2s1,-7,8.1,1,0,0.4,-1.1,9,15,6
Cc1cc(-c2ccc(Cl)cc2)c(C#N)c(N)n1,-36,-0.7,5,-7,0.7,0.16,-3,9,1

# Screens from PubChem.

# Not all compounds are listed (hit frequency here may not be typical).
